# Screens deposited in PubChem by Johns Hopkins Ion Channel Center.
# KCNQ2 block: KCNQ2 channel blockers in CHO-K1 cells – cell-based, FluxOR thallium flux, B-score, primary screen (AID 2156); O88943; 20 min; stronger effect = lower value; B-score at 10 µM; 310,000 compounds, 1.1% hits;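 active = fluorescence ratio B-score at most minus 3 library SDs, with starting brightness B-score within 2 library SDs, cut at about -5.5 in these data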
# Kir21 block: Kir2.1 (mouse) channel inhibition. AID 1672. 310,000 compounds, 0.85% hits. HEK293-Kir2.1, FluxOR thallium flux fluorescence; stronger effect = lower value. B-score at 10 µM. P35561;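 active = fluorescence ratio B-score at or below minus 3 SD of library scores, with starting-brightness B-score within 2 SD, cut at about -4.2 in these data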;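 note: channel flux triggered by added potassium and thallium sulfate stimulus; B-score of peak minus minimum fluorescence over baseline after thallium stimulus; more negative B-score means stronger Kir2.1 block with less thallium influx; some compounds called inactive have numbers as strong as hits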
# Target sequence (P35561 whole entry, looked up): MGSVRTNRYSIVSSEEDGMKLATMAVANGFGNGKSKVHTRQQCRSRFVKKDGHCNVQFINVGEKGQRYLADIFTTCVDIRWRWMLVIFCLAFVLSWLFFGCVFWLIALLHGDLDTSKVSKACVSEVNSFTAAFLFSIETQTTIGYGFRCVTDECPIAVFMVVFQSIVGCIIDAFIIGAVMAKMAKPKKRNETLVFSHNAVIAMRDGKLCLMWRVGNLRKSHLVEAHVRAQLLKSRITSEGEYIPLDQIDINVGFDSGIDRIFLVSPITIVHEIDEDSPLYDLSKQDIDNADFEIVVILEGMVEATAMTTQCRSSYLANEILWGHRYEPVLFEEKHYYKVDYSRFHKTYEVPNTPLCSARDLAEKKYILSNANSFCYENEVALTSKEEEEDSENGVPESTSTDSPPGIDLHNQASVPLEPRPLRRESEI
# * marks the source's active call; other numbers are inactive results; i = inactive.
SMILES,KCNQ2 block,Kir21 block
CCOc1ccc(NC(=O)CN(C)C(=O)c2ccc(N3CCCCC3)c([N+](=O)[O-])c2)cc1OCC,i,0.94
CCN(CC)S(=O)(=O)N1CCN(S(=O)(=O)N2CCOCC2)CC1,i,0.14
COc1cccc(-n2ccnc2SCC(=O)NCc2ccccc2)c1,i,-2.12
COc1ccc(OC)c(NC(=O)CN(Cc2ccc(Cl)cc2)S(C)(=O)=O)c1,i,-0.95
O=C(Nc1nnc(S(=O)(=O)N2CCCCCC2)s1)c1ccc(Br)cc1,i,1.16
O=C1/C(=C\c2ccc(O)c(O)c2)C(c2ccccc2)=NN1c1ccccc1,i,-2.6
CC(OC(=O)CC1CCCCC1)C(=O)Nc1ccc(F)cc1 (stereo unspecified),i,-2.44
CCOC(=O)CSc1ncc(OC)c(=O)[nH]1,i,1.24
COC(=O)C(NNc1ccccc1C)(NC(=O)c1ccc(F)cc1)C(F)(F)F (stereo unspecified),i,0.2
COc1ccccc1CNC(=O)c1cc(S(=O)(=O)N2CCOCC2)cn1C,i,0.57
CCOC(=O)N(C)c1ccc(C(O)(C(F)(F)F)C(F)(F)F)cc1,i,0.42
C=CCc1c(C)[nH]c(=O)[nH]c1=O,i,0.03
CN(C)C(=O)c1ccc(NC(=O)c2ccccc2-c2ccccc2)cc1,i,0.99
Cc1ccc(-c2cn(S(=O)(=O)c3ccc(C)cc3)nc2N)cc1,i,-0.71
CCc1ccc(N=CC2=C(O)CC(c3ccco3)CC2=O)cc1 (stereo unspecified),i,0.14
COc1ccc(Nc2ncnc3sc(C)cc23)cc1,i,-6.13*
Nc1[nH]nc2nc(N3CCCC3)nc(-c3ccccc3)c12,i,0.26
C=CCN(CC=C)CC(=O)Nc1cccc(Oc2cnccn2)c1,i,-1.44
COC(=O)c1ccccc1C(=O)N1CC(O)CO1 (stereo unspecified),i,-0.01
CS(=O)(=O)N(CC(=O)N1CCCCC1)C1CCCCC1,i,-0.17
COC(=O)c1sc(N2C(=O)C(O)=C(C(=O)c3ccc(C)o3)C2c2ccc(F)cc2)nc1C (stereo unspecified),i,0
Cc1ccc(C(=O)CCNc2cccc(Br)c2)o1,i,2.87
CC(=O)Nc1ccc(S(=O)(=O)NC2Cc3ccccc3C2)cc1,i,1.16
CCC(Sc1nc2ncccc2[nH]1)C(=O)NCCc1ccccc1 (stereo unspecified),i,-0.68
O=C(CSc1nnc(C2CC2)n1Cc1ccccc1)c1cc2ccccc2o1,i,-4.48*
O=C(Cn1cnc2ccccc2c1=O)NCCC(=O)Nc1ccc2c(c1)OCO2,i,0.04
CC(O)c1cccc(NC(=O)Cc2cccc3ccccc23)c1 (stereo unspecified),i,-2.13
CCCCCOC(=O)Nc1ccc(S(=O)(=O)Nc2cccc([N+](=O)[O-])c2)cc1,i,0.78
COc1cc(/C=C2/SC(=S)N(CC(=O)O)C2=O)ccc1OC(=O)c1ccco1,i,0.86
CCOCCCNC(=O)CN(Cc1ccc(Cl)cc1)S(C)(=O)=O,i,-0.93
Cc1ccc(C(=O)O/N=C\c2ccc(N3CCOCC3)c([N+](=O)[O-])c2)cc1,i,-0.81
O=C(/C=C/c1ccc(F)cc1)NC(=S)NC1CCCCC1,i,1.34
Cc1cc(/C=N/n2cnnc2)c(C)n1-c1ccccc1,i,1.49
O=C(CSc1cccc(C(F)(F)F)c1)NC(=O)c1ccccc1,i,-2.09
Cc1cccc(N(CC(=O)NCCc2ccccc2)C(=O)CCC(=O)Nc2ccccn2)c1C,i,-0.3
COC(=O)c1cn(NC(=O)C2COc3ccccc3O2)c(=O)c2ccccc12 (stereo unspecified),i,0.83
Cc1nc(-c2ccc3c(c2)CCC(=O)N3)cs1,i,-0.01
CCOc1ccccc1N1CC(C(=O)Nc2c(C)n(C)n(-c3ccccc3)c2=O)CC1=O (stereo unspecified),i,-1.76
CN(c1ccccc1)c1nc(N)c(C#N)c(CC#N)c1C#N,i,-0.69
Cc1ccc(C(C)NC(=S)NC2CCCCC2)cc1C (stereo unspecified),i,-5.3*
COc1ccc(/C=N/N2CCOCC2)cc1OCc1ccccc1,i,1.11
COCCn1c(SCc2ccc(OC)c(F)c2)nnc1-c1ccncc1,i,-2.93
CCOC(=O)N1CCN(C(=O)CN2C(=O)c3ccccc3S2(=O)=O)CC1,i,-1.15
Nc1nc(N)c(N=Nc2ccc(Cl)cc2)c(=O)[nH]1,i,-0.3
Clc1ccc(-n2cc(COCc3ccccc3)nn2)cc1,i,-1.4
COc1ccc(CC(=O)N/N=C(\C)c2cccnc2)cc1,i,1.22
CSC(=N/N=C(\N)c1cnccn1)SC,i,0.17
CC1(C(=O)NC(=S)N(Cc2ccccc2)c2ccccn2)CC1(Cl)Cl (stereo unspecified),i,1.41
CCN(CC(=O)N1CCOCC1)S(=O)(=O)c1ccccc1,i,-0.45
C=CCn1c(=O)c2c(nc3n2CC(C)CN3Cc2ccccc2)n(C)c1=O (stereo unspecified),i,3.48
Cc1cccc(C(=O)NC(=S)NCc2ccccc2)c1,i,0.42
CO/N=C\CC(=O)Nc1ccc(Oc2ccccc2)cc1,i,3.15
COC(=O)CNc1c(-c2ccccn2)nc2ccc(Br)cn12,i,-1.35
COc1cc(C(=S)N2CCOCC2)cc(OC)c1OC(=O)Cc1ccc(F)cc1,i,0.1
O=C(O)CCn1c(SCc2ccccc2)nc2ccccc21,i,0.68
Cc1nnc(NC(=O)CSc2nnc(-c3ccoc3C)n2CC(C)C)s1,i,-0.8
COc1cccc(/C=N/N2CCN(c3ccncc3S(=O)(=O)N3CCCCC3)CC2)c1,i,0.41
COc1ccc(C(=O)n2cc(C(C)=O)c3ccccc32)cc1,i,-0.04
Cc1cc2oc(=O)cc(Cn3ccnc3)c2cc1O,i,0.17
CCCCSc1nc(N)c(NC(=O)c2ccco2)c(=O)[nH]1,i,0.32
# More compounds follow:
SMILES,KCNQ2 block,Kir21 block
COc1ccc(NC(=O)CNC(=O)Cn2cnc3sc(C)c(C)c3c2=O)cc1OC,i,-0.18
COc1ccc(S(=O)(=O)N2CN(CCc3ccc(OC)c(OC)c3)c3nc4ccccc4nc32)cc1,i,-0.89
c1c2c(cc3sc(N4CCOCC4)nc13)OCO2,i,2.08
COc1ccccc1N1C(=O)c2cccc3c(C(=O)O)ccc(c23)C1=O,i,0.11
Cc1ccc(SCC(=O)Nc2ccc(N3CCOCC3)cc2)cc1,i,1.54
CC/C(=N\NC(=O)COc1ccc(Br)cc1)c1ccc(OC)c(OC)c1,i,0.02
CCOC(=O)C=C1CCN(c2ncc(C(F)(F)F)cc2Cl)CC1,i,1.65
Nc1ccc2c3c(cccc13)CC2,i,0.49
O=C(CCN1C(=O)C2C3C=CC(C3)C2C1=O)NCCc1ccccc1Cl (stereo unspecified),i,0.32
CC(C)CN(C(=O)COc1ccc(-c2nnco2)cc1)C1CCS(=O)(=O)C1 (stereo unspecified),i,1.01
CNC(=O)c1ccsc1NC(=O)CCS(=O)(=O)c1ccccc1,i,0.14
O=S(=O)(Nc1nc2ccccc2nc1N1CCc2ccccc2C1)c1ccc(Cl)cc1,i,-0.15
C=CCc1cc(Cl)ccc1OCCCNC(C)C,i,-3.13
CCCn1c(/N=C/c2c[nH]c3ccccc23)nc2ccccc21,i,1.58
COc1ccc(CCNC(=O)C(C(=O)c2ccccc2)n2ccccc2=O)cc1OC (stereo unspecified),i,-0.54

# By substructure, the entries above with two or more sulfur atoms
SMILES,KCNQ2 block,Kir21 block
CCN(CC)S(=O)(=O)N1CCN(S(=O)(=O)N2CCOCC2)CC1,i,0.14
O=C(Nc1nnc(S(=O)(=O)N2CCCCCC2)s1)c1ccc(Br)cc1,i,1.16
COc1cc(/C=C2/SC(=S)N(CC(=O)O)C2=O)ccc1OC(=O)c1ccco1,i,0.86
CSC(=N/N=C(\N)c1cnccn1)SC,i,0.17
Cc1nnc(NC(=O)CSc2nnc(-c3ccoc3C)n2CC(C)C)s1,i,-0.8
CNC(=O)c1ccsc1NC(=O)CCS(=O)(=O)c1ccccc1,i,0.14

# (continued)
SMILES,KCNQ2 block,Kir21 block
CC(=O)Nc1ccc(-c2csc(NC(=O)CCCc3cccs3)n2)cc1,i,-0.22
N/C(=N\OC(=O)Oc1ccccc1)c1cccc([N+](=O)[O-])c1,i,-0.77
COc1ccc(C2=NOC(C(=O)Nc3cc(C)nn3-c3ccccc3)C2)cc1OC (stereo unspecified),i,0.01
COc1cccc(OCC(O)CN2CCN(c3ccccn3)CC2)c1 (stereo unspecified),i,-1.78
CN1CCN(S(=O)(=O)c2ccc(N3CCN(C(c4ccccc4)c4ccccc4)CC3)nc2)CC1,i,-0.68
COc1cc(NC(=O)c2cccs2)c(C(=O)OCC(=O)NC(=O)NC(C)(C)C)cc1OC,i,-0.92
O=C(O)c1ccc2c(c1)C1C=CCC1C(c1cc3c(cc1Br)OCO3)N2 (stereo unspecified),i,-0.01
COc1cc2c(cc1OC)C(c1cccc(F)c1)CC(=O)N2 (stereo unspecified),i,-1.17
CC/C=C/C(=O)N1CC2(CC(c3cccc(NC(=O)CC(c4ccccc4)c4ccccc4)c3)=NO2)C[C@@H]1C(N)=O (stereo partly specified),i,1.63
Cc1ccc(CSCC(=O)NCc2ccc3c(c2)OCO3)cc1,i,0.65
COCC(=O)OCC(=O)Nc1cc(C(C)(C)C)nn1-c1ccccc1,i,-1.52
C=CCn1c(CCn2c3ccccc3c3ccccc32)n[nH]c1=S,i,-0.06
O=S(=O)(NC1CC2CCC1C2)c1ccc(Cl)cc1 (stereo unspecified),i,-0.69
O=C(COc1ccc2ccc(=O)oc2c1)N1CCN(c2ccc(F)cc2)CC1,i,-0.02
CCN(CC)CCCNC(=O)c1c(O)c2c([nH]c1=O)CCCC2,i,1.14

# Compound profiles, from the list above. Screens in order: KCNQ2 block	Kir21 block
# COc1cc(NC(=O)c2cccs2)c(C(=O)OCC(=O)NC(=O)NC(C)(C)C)cc1OC across the screens: i	-0.92
# CC/C=C/C(=O)N1CC2(CC(c3cccc(NC(=O)CC(c4ccccc4)c4ccccc4)c3)=NO2)C[C@@H]1C(N)=O (stereo partly specified) across the screens: i	1.63
# CCN(CC)CCCNC(=O)c1c(O)c2c([nH]c1=O)CCCC2 across the screens: i	1.14

# Carrying on:
SMILES,KCNQ2 block,Kir21 block
COc1cc(C(=O)NCC(c2ccco2)N2CCOCC2)cc(OC)c1OC (stereo unspecified),i,-2.12
O=C(NCc1cccs1)C1CCCN(S(=O)(=O)c2ccc(Br)s2)C1 (stereo unspecified),i,0.04
CC(=O)Nc1ccc(NS(=O)(=O)c2ccc3c(c2)NC(=O)CC(=O)N3)cc1,i,0.87
CCOc1cc2c(cc1OCC)C(C(=O)O)C(c1ccc(OC)c(O)c1)N(C)C2=O (stereo unspecified),i,0.03
CCN(CC)C(=O)CC(c1cc(OC)c(OC)c(OC)c1)c1c(OC)cc(OC)c2ccc(=O)oc12 (stereo unspecified),i,-0.5
COc1ccc(C(=O)N/N=C/c2cn[nH]c2-c2ccc(OC)cc2OC)cc1,i,-1.06
Cc1ccc(N2CCN(S(=O)(=O)c3ccc4c(c3)n(C)c(=O)c(=O)n4C)CC2C)cc1 (stereo unspecified),i,-0.18
Cc1c(CCOC(=O)c2cccc([N+](=O)[O-])c2)sc[n+]1CC(=O)c1ccccc1,i,-1.6
Cc1ccc(N(C)C(=O)N2CCN(c3ccccn3)CC2)cc1,i,-0.38
N#C/C(=C\c1cn(CCOc2ccccc2)c2ccccc12)C(=O)NCc1cccs1,i,0.09
CCN(CC)c1ccc(/C=N/NC(=O)Cc2nnc(NC(=O)Nc3ccccc3)s2)cc1,i,-1.2
CCCCN(C)C(=O)c1ccc2c(c1)S(=O)(=O)c1ccccc1C2=O,i,0.56
CCCSc1nc(N2CCOCC2)c2c(c1C#N)CCCC2,i,0.05
CCN1CCN(S(=O)(=O)c2cccc([N+](=O)[O-])c2)CC1,i,-1.13
O=C(Nc1ccnn1C1CCN(CC(O)CO)CC1)C1CCCC1 (stereo unspecified),i,-0.61
O=C(c1ccccc1Cl)N1CCN(Cc2ccc3c(c2)OCO3)CC1,i,-0.02
Cc1c(Cl)cccc1N1C(=O)C(N2C(=O)c3cccc([N+](=O)[O-])c3C2=O)C1c1cccs1 (stereo unspecified),i,0.04
Cc1ccc(CNC(=O)c2cnc3ccccc3n2)cc1,i,0.19
CC(C)(C)c1ccc(C2C(C#N)=C(N)Oc3n[nH]c(-c4cccnc4)c32)cc1 (stereo unspecified),i,-1.18
CCOc1ccccc1OCC(=O)NCc1ccco1,i,-0.67
CCCC1C(=O)Nc2ccccc2N1C(=O)c1ccc(C(C)(C)C)cc1 (stereo unspecified),i,-0.47
NC(=O)CC1C(=O)N(c2ccc(Cl)cc2)C(=S)N1NC(=O)c1cccc(F)c1 (stereo unspecified),i,-0.04
CN(C)c1ccc(N/C(N)=N/c2nc(C(F)(F)F)cc(C(F)(F)F)n2)cc1,i,3.92
Cc1cc(C=C2C(=O)CCCC2=O)c(C)n1-c1ccccc1,i,-0.31
O=C(Nc1nnc(SCC(=O)N2CCCC2)s1)C1CC(=O)N(c2ccccc2)C1 (stereo unspecified),i,1.17
Cc1ccccc1OCCC(=O)Nc1ccccc1C(=O)NC1CC1,i,0.4
O=[N+]([O-])c1ccc(N2CCN(S(=O)(=O)c3ccc(Cl)cc3)CC2)cc1NCC1CCCO1 (stereo unspecified),i,-0.78
CCOC(=O)c1nc(Nc2ccc(C)cc2)c2ccccc2n1,i,-2.29

# Already shown: an excerpt of the list.
SMILES,KCNQ2 block,Kir21 block
O=[N+]([O-])c1ccc(N2CCN(S(=O)(=O)c3ccc(Cl)cc3)CC2)cc1NCC1CCCO1 (stereo unspecified),i,-0.78
CCOC(=O)c1nc(Nc2ccc(C)cc2)c2ccccc2n1,i,-2.29
